# Dyrk1A ADPGlo = rat Dyrk1A kinase inhibitors, primary screen, biochemical, single point, plate reader; AID 504441, 2011; actives 0.43% (n = 310,000); ADP-Glo luminescence, NFATc1 peptide; Dual specificity tyrosine-phosphorylation-regulated kinase 1A (Rattus norvegicus), Q63470; inhibition, % at 12.5 µM; in the data active means inhibition above about 50%;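 further: plate controls were vehicle with enzyme for no effect and no enzyme for full effect; many of its hits are not listed in these tables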
# GSK3A inh = blockers of GSK3A enzyme activity – biochemical, luminescence, cell-free homogeneous, HTS, primary screen | Glycogen synthase kinase-3 alpha (Homo sapiens), P49840 | GSK-3 alpha kinase, ADP-Glo luminescence, 60 min | inhibition, % at 10 µM | actives 0.1% (n = 320,000) | AID 2650, 2010;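 in the data active means inhibition above about 50%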;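 further: GST-tagged GSK-3 alpha with peptide substrate and 25 µM ATP; 0% = DMSO neutral wells and 100% = GW8510 positive control wells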
# Target sequence (P49840 whole entry, looked up): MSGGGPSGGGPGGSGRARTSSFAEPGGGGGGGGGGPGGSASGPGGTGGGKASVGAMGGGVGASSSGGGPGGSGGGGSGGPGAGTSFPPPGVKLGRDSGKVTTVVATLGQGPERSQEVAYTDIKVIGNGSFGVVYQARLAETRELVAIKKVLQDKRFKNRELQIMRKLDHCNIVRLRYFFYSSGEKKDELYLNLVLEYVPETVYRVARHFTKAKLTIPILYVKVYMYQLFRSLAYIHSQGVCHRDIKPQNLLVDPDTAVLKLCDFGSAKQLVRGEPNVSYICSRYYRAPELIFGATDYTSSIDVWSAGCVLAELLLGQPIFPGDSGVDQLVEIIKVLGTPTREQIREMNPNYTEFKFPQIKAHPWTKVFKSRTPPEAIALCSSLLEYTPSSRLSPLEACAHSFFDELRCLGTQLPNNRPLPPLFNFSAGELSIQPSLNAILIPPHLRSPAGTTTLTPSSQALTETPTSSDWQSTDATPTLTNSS
# HSF-1 act = HSF-1 activators, primary screen, NIH3T3-HGL cells, MG132 stress, luminescence, single point | NIH3T3-HGL HSF-1 luciferase reporter, 8 h; 100% = twice DMSO control signal | activation, % at 9 µM | actives 1.7% (n = 300,000) | AID 504408, 2011;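 active means mean replicate activation of at least 50% with a set share of replicates each reaching 50%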;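 further: 0% = median of the neutral control wells and 100% = twice that signal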
# Platelet DG rel = inhibitors of platelet dense granule secretion, primary screen, cell-based, MLPCN, human platelets. human platelet-rich plasma, SFLLRN dense granule ATP release, luminescence. actives 0.22% (n = 300,000). inhibition, %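 (compounds screened at 7.5 µM in platelet-rich plasma)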. AID 1663, 2009;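 active means mean replicate score, as percent of positive control, at or above 50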
# GSK3beta inhib = human GSK3beta kinase inhibitors, primary screen, biochemical, cell-free homogeneous, HTS; Glycogen synthase kinase-3 beta (Homo sapiens), P49841; activity score (negative = inhibition), % at 10 µM; GST-GSK3beta kinase, ADP-Glo luminescence, 60 min; stronger effect = lower value; actives 0.038% (n = 300,000);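 active means more than half of replicate wells score below -50%, meaning over 50% inhibition versus plate controls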;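 further: 0% = median DMSO wells and -100% = median GW8510 positive control wells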
# Target sequence (P49841 whole entry, looked up): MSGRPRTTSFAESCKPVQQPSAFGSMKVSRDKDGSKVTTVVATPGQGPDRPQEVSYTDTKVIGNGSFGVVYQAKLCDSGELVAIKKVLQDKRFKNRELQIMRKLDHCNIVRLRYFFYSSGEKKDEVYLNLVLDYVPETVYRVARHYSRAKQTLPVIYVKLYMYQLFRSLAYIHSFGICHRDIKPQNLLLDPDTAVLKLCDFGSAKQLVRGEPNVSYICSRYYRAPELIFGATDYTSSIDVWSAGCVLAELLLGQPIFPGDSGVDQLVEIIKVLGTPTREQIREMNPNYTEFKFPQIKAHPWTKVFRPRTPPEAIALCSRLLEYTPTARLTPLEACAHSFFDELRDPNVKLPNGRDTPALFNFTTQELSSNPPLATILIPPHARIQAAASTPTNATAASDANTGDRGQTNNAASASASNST
#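 Test system: GST-tagged human GSK3beta kinase, cell-free; evaluation: activity score scaled between in-plate DMSO and GW8510 controls; measured by: ADP-Glo luminescence; incubation: 60 min reaction, RT; benchmarks: DMSO and 20 µM GW8510; reagent: peptide substrate plus 25 µM ATP (final); medium: Tris/MgCl2 kinase buffer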
# IEC-6 cytotox = cytotoxicity in IEC-6 intestinal epithelial cells, primary screen, cytotoxicity control for KLF5 inhibitor project, cell-based, luminescence. IEC-6 cytotoxicity, luminescence viability. actives 0.78% (n = 290,000). inhibition, % at 5 µM. AID 1825, 2009; in the data active means inhibition above about 22%;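 further: 0% = plate median of test compound wells and 100% = cytotoxic reference compound wells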
# HSF1 inhib = HSF1 inhibitors in luciferase reporter cells, primary screen, cell-based, NIH3T3, luminescence; NIH3T3-HGL HSE-luciferase, MG132-induced, luminescence 8 h; stronger effect = lower value; activity change, negative = inhibition, % at 7.5 µM (by protocol); actives 0.77% (n = 300,000); AID 2098, 2009;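 active means more than half of replicate wells show activity change below -50%, luminescence cut by over half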;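 further: luciferase reports HSF-1 transcriptional activity via heat shock element; 0% = median of DMSO wells and -100% = zero luminescence signal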
# HSP90 refold inh = HSP90 inhibitors, primary screen, cell lysate, luminescence | Heat shock protein HSP 90 (rabbit reticulocyte lysate; luciferase refolding) | Rabbit reticulocyte lysate, luciferase refolding luminescence, 3 h | inhibition, % at 5.6 µM | actives 0.91% (n = 290,000) | AID 1789, 2009;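 active means inhibition above the screen-wide mean plus 3 SD, computed separately per campaign, cut at about 16% in these data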;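 further: 0% = DMSO wells and 100% = 60 µM geldanamycin wells; inhibitors lower the luminescence because luciferase stays unfolded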
# aSyn UTR inh = MLPCN primary screen, SNCA 5' untranslated region | alpha-synuclein 5'UTR reporter, inhibitor activity | inhibition, % (tested at 7.5 µM) | actives 0.82% (n = 300,000) | AID 1813, 2009; in the data active means inhibition above about 60%;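 further: H4 neuroglioblastoma cells stably carrying SNCA 5'UTR luciferase fusion; 0% = DMSO wells and 100% = positive control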
# KLF5 inhibitor = KLF5 expression inhibitors, primary screen, DLD-1 cells, luminescence; DLD-1 KLF5 promoter-luciferase reporter; inhibition, % at 5 µM; actives 0.23% (n = 290,000); AID 1700, 2009;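 active means inhibition above a per-plate limit of that plate's mean compound inhibition plus 3 SD, cut at about 60% in these data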;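 further: 0% = DMSO wells and 100% = LY294002 at 200 µM; higher means less KLF5 promoter-driven luciferase light; inactives centre near -14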
# Starred values were filed as active, the others as inactive; . = no result given. A portion of the library; the hit share may differ from the screen's.
SMILES,Dyrk1A ADPGlo,GSK3A inh,HSF-1 act,Platelet DG rel,GSK3beta inhib,IEC-6 cytotox,HSF1 inhib,HSP90 refold inh,aSyn UTR inh,KLF5 inhibitor
CCCNC(=O)OC[C@H]1O[C@H](CCO/N=C/[C@@H](OC)[C@H](C)/C=C/CC(=O)OC)C=C[C@@H]1Oc1ccc(OC)cc1,.,1,25,0,3,1,6,-2,0,-10
CC(C)[C@H]1C(=O)Nc2ccccc2N1C(=O)N[C@@H](Cc1ccccc1)C(=O)N[C@@H](C(=O)O)c1ccccc1,4,-2,-4,-2,0,5,-2,-2,-15,-7
COc1ccc(CC(=O)NCc2n[nH]c(=S)n2C)cc1,.,-2,-13,1,-4,-2,-8,1,30,-13
COc1ccc(C(=O)NC2CCN(C(=O)Nc3ccccc3Cl)CC2)cc1,1,-1,.,-3,0,2,.,-3,-16,8
COc1ccc(C(=O)NC(Nc2ccc(C)cc2)C(Cl)(Cl)Cl)cc1 (stereo not drawn),1,0,4,29,4,0,-2,6,-18,8
COCC(=O)N(Cc1ccco1)c1nnc(C2CCOC2)s1 (stereo not drawn),-3,-1,-1,15,-4,-5,0,-3,-13,-6
CC(=O)c1ccccc1C(=O)N1CCCC(CCC(=O)N2CCN(c3ccccn3)CC2)C1 (stereo not drawn),1,-3,-6,0,3,7,-3,0,22,-18
COc1ccc(NC(=O)c2ccc(S(=O)(=O)N3CCCCCC3)cc2)c(OC)c1,3,0,4,4,-1,4,0,-1,13,-20
COc1ccc(C)cc1NCC(=O)Nc1ccc(C(C)(C)C)cc1,2,0,6,-16,-1,2,11,1,8,-15
CCc1sc(C(=O)NCCCN2CCCC2=O)cc1Br,-2,2,-14,-6,1,6,-5,2,4,-11
CCCCn1c(SCc2ccccn2)nc2c1c(=O)n(C)c(=O)n2C,9,5,11,-9,2,1,-2,6,10,-10
COc1cc(NC(=O)CCc2nnc3ccc(N4CCN(C)CC4)nn23)cc(OC)c1,-5,-9,-18,-2,1,-6,0,1,10,-17
O=C1CCN(C(=O)c2cccs2)c2ccccc21,-4,2,-2,10,-2,0,-8,-1,26,-29
CCc1ccccc1NC(=O)c1ccc(CN2CCC(Cc3ccccc3)CC2)cc1,4,-2,5,9,0,3,-6,-2,-21,-11
CCOc1ccc(CCNC(=O)c2nnc(CS(=O)(=O)c3ccccc3)o2)cc1OCC,0,0,-7,4,3,-5,4,0,-17,-4
Cn1c(=O)[nH]c(=O)c2c1nc(Br)n2Cc1cccc(Br)c1,-4,-3,8,7,0,-3,7,1,-70,-14
Cc1cc(C)cc(N(CC(=O)NC2CCCCCC2)S(=O)(=O)c2c(C)[nH]c(=O)[nH]c2=O)c1,6,1,4,2,-2,0,-6,0,-23,-13
CCN(CC)S(=O)(=O)c1csc(C(=O)NC2CCCCC2)c1,1,0,10,3,0,4,-4,6,6,-17
O=C(O)C(Cc1c[nH]c2ccccc12)NS(=O)(=O)c1ccc(Br)cc1 (stereo not drawn),-6,-5,10,2,3,9,-1,-2,29,-43
Cc1nc2ccccc2c(=O)n1/N=C/c1ccc(N(C)C)cc1,-6,-1,5,-1,1,2,-1,0,-47,-26
O=C1CC(c2ccccc2)CC(=O)C1CS(=O)(=O)c1ccccc1 (stereo not drawn),-6,-3,14,7,-1,-5,5,-1,15,0
CN(C)c1ccc(/C(=N\O)c2ccccc2)cc1,4,-3,13,5,1,-4,2,-5,-35,-31
Cc1ccccc1OCC(=O)N1CCN(C(=O)COc2ccccc2C)CC1,-2,0,-1,-10,1,3,0,3,-2,-9
O=C(O)c1cccnc1SCc1cccc(Br)c1,-3,-6,-12,18,0,7,-8,6,-20,11
c1ccc(-n2ncc3c2ncn2nnnc32)cc1,-1,0,0,8,0,3,6,-4,-5,-7
Nc1ccc2oc(-c3cccc(Br)c3)nc2c1,-5,1,15,3,-1,-2,-3,-3,-44,-109
CCOc1ccc(-c2c(C(=O)N/N=C/c3sccc3C)nnn2-c2nonc2N)cc1,7,1,-4,6,1,3,-4,-2,26,-12
Cc1ccc(-c2csc(N3CCN(c4cc5c(cc4Cl)nc(-c4ccncc4)n5CCN4CCCCC4)CC3)n2)cc1,2,-1,-8,-1,-4,-3,6,-3,16,-1
Cc1cccc(C(=O)NCc2nnc(SCC(=O)N3CCN(c4ccccc4)CC3)n2C)c1,-5,2,12,-19,2,-3,4,0,2,-29
O=C(NNc1cc(N2CCOCC2)nc(N2CCOCC2)n1)C12CC3CC(CC(C3)C1)C2,3,-2,-15,5,0,3,3,7,0,28
COc1ccc(CNC(=O)C(Cc2ccccc2)n2cccc2)cc1 (stereo not drawn),8,1,5,2,-2,-1,2,3,-2,-4
O=C(c1ccc(C(F)(F)F)cc1)N1CCC(=O)N(C(COCc2ccc(C(F)(F)F)cc2)Cc2ccccc2)CC1 (stereo not drawn),-3,.,8,0,-1,4,12,2,24,3
O=C(CCCC(=O)N1CCCc2ccccc21)N1CCCc2ccccc21,0,-1,1,7,0,3,5,4,10,-2
Fc1ccc(CN2CCCCCCC2)cc1,6,2,0,2,-3,-4,-1,0,5,-28
Nn1c(SCC(=O)Nc2ccc3c(c2)OCO3)nnc1C1CCCCC1,-3,-1,9,17,3,-2,-6,1,6,-6
N#Cc1nnn(-c2cc(Cl)cc(Cl)c2)c1N,4,-1,-1,0,3,7,-5,3,29,10
COC(=O)CSc1nc(C)cc(C)c1C#N,-6,1,8,-9,0,-13,-1,-2,-7,-82
O=c1cc(CN2CCN(c3ccccc3)CC2)c2cc(O)c(-c3ccccc3)cc2o1,-3,-3,-1,14,-3,9,-6,4,53,16
Cc1ccccc1NC(=O)CCNS(=O)(=O)c1ccc2c(c1)CCC(=O)N2,-6,3,-5,-2,0,4,-9,1,-10,-7
CCCN(C(=O)c1cc(-c2ccco2)nc2ccccc12)c1c(N)n(Cc2ccccc2)c(=O)[nH]c1=O,-9,-2,2,-10,-2,.,-7,.,-4,.
Cc1cc2cc(CNC(=O)c3cccs3)ccc2[nH]1,-4,1,-10,8,2,-9,-7,0,-56,-6
CSc1ccc(/C=c2\s/c(=C\C(=O)C(C)(C)C)n(CC(=O)NCCC3=CCCCC3)c2=O)cc1,5,-1,1,-1,1,1,4,2,-7,-3
O=C(NCCSc1ccccc1)c1ccc(Br)cc1,-3,0,45,-2,-3,-4,28,1,-67,-109
CCN(CCCNC(=O)CNC(=O)c1nn(-c2ccc(OC)c(OC)c2)c(=O)c2ccccc12)c1ccccc1,0,-1,18,2,-1,1,12,5,14,-8
CCOC(=O)/C(C#N)=C1/C(=O)N(Cc2ccccc2)c2ccccc21,-1,.,.,.,.,13,.,0,.,-3
c1ccc2c(CN3CCOCC3)csc2c1,-9,-1,-20,10,3,-15,1,4,9,-16
O=c1[nH]c(N/N=C/c2cc3c(cc2[N+](=O)[O-])OCO3)nc2ccccc12,6,-2,9,7,0,-4,5,-2,-53,-22
Fc1ccc(-c2nnn(Cc3nc4ccccc4s3)n2)cc1,-1,-3,30,1,5,-1,9,1,-50,-10
Cc1ccc(C)c(N(CC(=O)NN=C2CCN(C)CC2)S(=O)(=O)c2ccccc2)c1,-5,-3,-5,-9,3,4,-17,7,29,-5
O=C(NCc1ccccc1)c1ccc(CNc2c(N3CCCC3)c(=O)c2=O)cc1,6,-2,-14,-3,5,3,-4,6,1,-12
CCCCNC(=O)Cc1cc(=O)[nH]c(=O)[nH]1,5,-1,11,21,-3,0,1,-2,16,-28
CCCCCc1cc(=O)oc2c(C(CCN(CC)CC)c3cc(OC)c(OC)c(OC)c3)c(OC)cc(OC)c12 (stereo not drawn),48,9,1,-12,-4,.,5,.,17,.
O=C(c1nn(Cc2ccccc2)c(=O)c2ccccc12)N1CCc2ccccc2C1,5,-2,-15,17,1,7,6,2,10,-43

# Already shown: entries from further up.
SMILES,Dyrk1A ADPGlo,GSK3A inh,HSF-1 act,Platelet DG rel,GSK3beta inhib,IEC-6 cytotox,HSF1 inhib,HSP90 refold inh,aSyn UTR inh,KLF5 inhibitor
O=C(NCCSc1ccccc1)c1ccc(Br)cc1,-3,0,45,-2,-3,-4,28,1,-67,-109
CCN(CCCNC(=O)CNC(=O)c1nn(-c2ccc(OC)c(OC)c2)c(=O)c2ccccc12)c1ccccc1,0,-1,18,2,-1,1,12,5,14,-8
CCOC(=O)/C(C#N)=C1/C(=O)N(Cc2ccccc2)c2ccccc21,-1,.,.,.,.,13,.,0,.,-3
c1ccc2c(CN3CCOCC3)csc2c1,-9,-1,-20,10,3,-15,1,4,9,-16
O=c1[nH]c(N/N=C/c2cc3c(cc2[N+](=O)[O-])OCO3)nc2ccccc12,6,-2,9,7,0,-4,5,-2,-53,-22
Fc1ccc(-c2nnn(Cc3nc4ccccc4s3)n2)cc1,-1,-3,30,1,5,-1,9,1,-50,-10
Cc1ccc(C)c(N(CC(=O)NN=C2CCN(C)CC2)S(=O)(=O)c2ccccc2)c1,-5,-3,-5,-9,3,4,-17,7,29,-5
O=C(NCc1ccccc1)c1ccc(CNc2c(N3CCCC3)c(=O)c2=O)cc1,6,-2,-14,-3,5,3,-4,6,1,-12
CCCCNC(=O)Cc1cc(=O)[nH]c(=O)[nH]1,5,-1,11,21,-3,0,1,-2,16,-28
CCCCCc1cc(=O)oc2c(C(CCN(CC)CC)c3cc(OC)c(OC)c(OC)c3)c(OC)cc(OC)c12 (stereo not drawn),48,9,1,-12,-4,.,5,.,17,.
O=C(c1nn(Cc2ccccc2)c(=O)c2ccccc12)N1CCc2ccccc2C1,5,-2,-15,17,1,7,6,2,10,-43

# Screening data deposited in PubChem BioAssay by several laboratories.
